Akt phos inh = Akt phosphorylation inhibition. Neuro2A IGF-stimulated pAkt S473 HTRF, 20 min; active compounds read low. activity change, % for hits at 50 µM. 0.32% of 360,000 active; in the data active = activity change below about -80%; inconclusive = mostly about -51% to -80%; also: % is scaled to controls: 0 for no effect and ±100 for the full control effect
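Single-point screen (50 µM final compound) in Neuro2A cells stimulated 20 min with 6 nM IGF at 37 deg C. After lysis, Ser473-phosphorylated Akt read by HTRF (ex 330 nm, em 615/665 nm) as the 665/615 ratio.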
EPAC2 antagonist = blocks human EPAC2 exchange factor; Q8WZA2; EPAC2 GEF exchange of Rap1B-BODIPY-GDP, fluorescence; Potency, µM (highest dose often 114 µM), for the others: at the highest dose activity, negative = inhibition, actives largely listed as inhibitors; 0.18% of 360,000 active; AID 720708; also: potency is read from the fitted curve at half-maximal effect; % is scaled to controls: 0 for no effect and ±100 for the full control effect; nearly all actives have a fitted effect of over 45% in size; many of its hits are not listed in these tables
Target sequence (Q8WZA2 whole entry, looked up): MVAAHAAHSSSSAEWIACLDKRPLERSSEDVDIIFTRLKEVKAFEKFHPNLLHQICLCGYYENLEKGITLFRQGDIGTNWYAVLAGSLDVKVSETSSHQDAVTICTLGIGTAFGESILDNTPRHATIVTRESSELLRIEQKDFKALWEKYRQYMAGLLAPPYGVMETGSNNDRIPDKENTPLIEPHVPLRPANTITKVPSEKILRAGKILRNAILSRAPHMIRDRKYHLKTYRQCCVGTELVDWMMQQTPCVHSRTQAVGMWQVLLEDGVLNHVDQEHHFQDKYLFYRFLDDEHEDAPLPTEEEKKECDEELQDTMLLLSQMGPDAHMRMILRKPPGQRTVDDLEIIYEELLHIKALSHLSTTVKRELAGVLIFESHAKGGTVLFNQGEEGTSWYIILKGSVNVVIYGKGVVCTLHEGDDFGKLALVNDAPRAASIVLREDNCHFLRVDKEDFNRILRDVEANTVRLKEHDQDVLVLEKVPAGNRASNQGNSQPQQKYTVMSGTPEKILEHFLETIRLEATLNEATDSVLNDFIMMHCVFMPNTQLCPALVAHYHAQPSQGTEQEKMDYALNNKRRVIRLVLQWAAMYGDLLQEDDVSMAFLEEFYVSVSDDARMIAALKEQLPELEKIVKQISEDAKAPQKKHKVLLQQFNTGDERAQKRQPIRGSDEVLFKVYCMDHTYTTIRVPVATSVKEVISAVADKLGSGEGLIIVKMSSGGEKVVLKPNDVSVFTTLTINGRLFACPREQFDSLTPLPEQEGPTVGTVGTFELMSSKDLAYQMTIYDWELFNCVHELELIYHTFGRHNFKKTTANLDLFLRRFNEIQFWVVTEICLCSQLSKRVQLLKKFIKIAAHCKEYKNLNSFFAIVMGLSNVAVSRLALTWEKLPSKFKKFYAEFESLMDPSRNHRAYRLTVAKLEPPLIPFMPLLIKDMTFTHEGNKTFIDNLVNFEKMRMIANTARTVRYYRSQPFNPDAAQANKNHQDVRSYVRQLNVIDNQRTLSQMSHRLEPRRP
EPAC2 agonist = EPAC2 (human) agonism; EPAC2 activation, biochemical qHTS; response scale: 100% = 6.5 mM cAMP response; Potency, µM (highest dose often 154 µM), for the others: top-dose activation, usual class: activators; 0.079% of 360,000 active; AID 720711; also: potency is read from the fitted curve at half-maximal effect; nearly all actives have a fitted effect of over 50% in size
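Exchange assay: 100 nM EPAC2 with 250 nM Rap1B-BODIPY-GDP and 50 uM GDP. Fluorescence (ex 480/em 540 nm) read every 5 min for 30 min at room temperature. Data normalized to 6.5 mM cAMP as agonist control.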
MmCpn inh = blocks the Methanococcus maripaludis chaperonin Mm-Cpn | purified Mm-Cpn ATPase, ADP Transcreener TR-FRET | Potency, µM (doses to about 76.9 µM), for inactives: at the top dose activity, negative = inhibition, hits mostly inhibitors | 0.031% of 330,000 active; also: potency is read from the fitted curve at half-maximal effect; % is scaled to controls: 0 for no effect and ±100 for the full control effect; nearly all actives have a fitted effect of over 80% in size
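ATPase read-out: TR-FRET ADP immunoassay (anti-ADP Eu cryptate vs ADP-d2), ex 320 nm, em 590/665 nm; signal drops as ADP forms. Enzyme 25 nM, ATP 10 uM, 30 min at 37°C after 10 min compound preincubation.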
CCT chaperon mod = modulators of cytosolic chaperonin (CCT/TRiC) activity; purified chaperonin ATPase assay, HTRF ADP detection, 30 min; 0.3% of 360,000 active; AID 651819; activity change, % (test concentration not listed), hits read low; in the data active = activity change below about -30%; also: % is scaled to controls: 0 for no effect and ±100 for the full control effect
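First, chaperonin was dispensed at 40 nM or 20 nM final depending on batch activity. Next, compounds were pinned at 76 uM and ATP added at 10 uM. After 30 min at 37 °C, ADP detection reagents ran 30 min at ambient temperature.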
Nrf2 ARE act = Nrf2 pathway activation; 0.31% of 410,000 active; AREc32 ARE-luciferase reporter (MCF7-derived line), luminescence, 24 h; Potency, µM (top dose mostly 46.1 µM), inactives show top-dose activation, most hits filed as activators; also: potency is read from the fitted curve at half-maximal effect; % of control where 0% means no effect; nearly all actives have a fitted effect of over 65% in size
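For detection, Steady-Glo was added and plates sat 30 min at RT; before that, AREc32_Fluc cells grown overnight in OPTI-MEM/5% FBS had been treated with 23 nL compound for 24 hr at 37 deg C.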
Nrf2 block = blocks Nrf2 signaling. A549 ARE-Fluc reporter, luciferase luminescence, 18-24 h. Potency, µM (series often up to 46 µM), inactives show at the top dose activity change, negative = inhibition, most hits filed as inhibitors. 2.1% of 360,000 active; also: potency is read from the fitted curve at half-maximal effect; % is scaled to controls: 0 for no effect and ±100 for the full control effect; nearly all actives have a fitted effect of over 60% in size
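In this cell-based qHTS, ARE-driven firefly luciferase in A549 cells reports Nrf2 activity; the luminescent signal after BugLite lysis is the measured value, with a prior CellTiter-Fluor read for cell health.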
A549 viability = counter-screen for Nrf2 inhibitors: cytotoxicity in A549 cells; A549 ARE-Fluc cells, CellTiter-Fluor viability, 18-24 h; Potency, µM (series often up to 46 µM), inactives show at the highest dose activity change, negative = cytotoxicity, usual class: inhibitors; 0.16% of 390,000 active; also: potency is read from the fitted curve at half-maximal effect; % is scaled to controls: 0 for no effect and ±100 for the full control effect
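Cytotoxicity counterscreen: CellTiter-Fluor fluorescence was measured in A549 ARE_Fluc cells after 18-24 h of compound exposure in a concentration series. The subsequent BugLite luminescent read reports ARE-luciferase activity.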
TGFb inhibitor = inhibitors of TGF-b signaling; Potency, µM (series often up to 46.1 µM), for the others: at the highest dose activity, negative = inhibition, usual class: inhibitors; 1.2% of 410,000 active; HepG2 CAGA-GFP TGF-b/SMAD3 reporter, GFP fluorescence, 18 h; TGF-beta stimulated, 500 pg/mL final; also: potency is read from the fitted curve at half-maximal effect; % is scaled to controls: 0 for no effect and ±100 for the full control effect; nearly all actives have a fitted effect of over 65% in size
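GFP signal (ex488/em500-530) from TGF-beta-stimulated HEPG2 CAGA-GFP cells, 500 pg/mL final, 18 h at 37 degrees C in DMEM plus 1% FBS, normalized to unstimulated and DMSO-stimulated controls.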
Active calls of the source: *; i = inactive; ? = inconclusive; nt = no result given. Unless noted, calls follow the shape of the dose curve; as a rule, active = well fitted curve in the direction sought with a large enough effect; inconclusive = small, poorly fitted or top-dose-only effect, or another doubt; inactive = no such curve, though single readings can be large; an effect the other way counts as inactive or inconclusive. A portion of the library. The share of hits here may be higher or lower than overall.

SMILES | Akt phos inh | EPAC2 antagonist | EPAC2 agonist | MmCpn inh | CCT chaperon mod | Nrf2 ARE act | Nrf2 block | A549 viability | TGFb inhibitor
O=C(CCCc1ccccc1)NCCN1CCOCC1 | i | -1% | 3% | 1% | -2.6 | 2.1% | 7% | 1% | 2%
Cn1nc(CC(=O)NCc2ccc(F)cc2)c2ccccc2c1=O | i | 3% | 7% | 3% | -1.0 | 0.2% | ? | 2% | -13%
Cc1ccc(NC(=O)C2CCC(CNC(=O)[C@@H]3Cc4ccccc4CN3)CC2)cc1 (some centres not stated) | nt | 15% | 6% | -2% | 1.6 | -0.2% | -2% | -1% | -17%
CCN1C(=O)C2(C(C(=O)c3cc4ccccc4o3)=C(O)C(=O)N2CCCN2CCOCC2)c2ccccc21 (configuration not stated) | i | 8% | 1% | -16% | -0.6 | -0.3% | 4% | -5% | 6%
C[C@@H]1COC(=O)[C@H](NC(=O)OCC2c3ccccc3-c3ccccc32)C/C=C\C[C@@H](CC(=O)N[C@@H](CO)Cc2ccccc2)C(=O)N1 | i | -4% | -3% | -2% | -2.0 | -1.1% | 9% | -8% | -23%
CCNC(=S)Nc1cc(C(=O)N2CCCC2)ccc1N1CCCC1 | i | 3% | 4% | -3% | -0.5 | -0.3% | 2% | 2% | -1%
O=C(Nc1ccc2snnc2c1)N1CCCCC1 | i | -11% | 20% | 0% | -1.4 | 2.0% | 14% | 6% | 3%
COc1ccc(Cl)cc1NC(=O)CCc1ccccc1 | i | -6% | 16% | -1% | -0.1 | 24% | -30% | -2% | 0%
Cc1ccc(CCNC(=O)c2ccc(NC(=O)N3CC(C)Sc4ccccc43)cc2)cc1 (configuration not stated) | nt | nt | nt | nt | nt | -0.6% | 9% | 0% | -13%
C=CCn1c(SCC(=O)c2cccs2)nc2sc(CC)cc2c1=O | nt | -3% | 15% | 0% | -4.2 | -0.5% | ? | -19% | 0%
CC(=O)c1ccc(NC(=O)c2cccc(N3C(=O)c4ccccc4C3=O)c2)cc1 | i | -11% | 17% | -5% | -2.1 | -0.9% | 6% | 9% | ?
O=C(COc1ccc(Br)cc1Cl)N1CCN(c2ncccn2)CC1 | i | -8% | 14% | -1% | 1.1 | -0.2% | 5% | 0% | -2%
Cc1cc(C)nc(NS(=O)(=O)c2ccc(NC(=O)c3ccc4c(c3)OCO4)cc2)n1 | i | -10% | -1% | -7% | -1.6 | 0.5% | -13% | 5% | 11%
Clc1ccc(CN2C3=NCCCN3c3ccccc32)c(Cl)c1 | i | 18% | -5% | -23% | -1.2 | 0.3% | -2% | 0% | 0%
COc1ccc(CNC(=O)C2CCN(Cc3nc(-c4ccc(Cl)cc4)oc3C)CC2)cc1 | nt | nt | nt | nt | nt | 0.9% | ? | -9% | -7%
COc1ccccc1C(=O)NCCC(=O)NCCCSc1ccccc1 | i | -3% | -7% | -2% | -1.3 | 0.8% | -7% | 5% | ?
COC(=O)C1=C(C)NC(=O)NC1/C=C/c1ccccc1 (configuration not stated) | i | -4% | 2% | 1% | 2.1 | -0.7% | -5% | 4% | -9%
O=c1[nH]c2cccnc2n1-c1ccc([N+](=O)[O-])cc1 | i | 18% | 5% | 2% | -2.5 | 4.6% | -20% | -4% | -6%
Cc1cccc(-n2nc3c(c2NC(=O)CCC2CCCCC2)CS(=O)C3)c1C (configuration not stated) | i | -3% | 8% | -2% | 0.3 | 0.3% | -1% | 1% | -2%
COc1ccc(C[C@H]2CN3C(=NC[C@@H]3C(C)C)N2CCNC(=O)c2ccc(C)c(Br)c2)cc1 | i | 6% | 5% | nt | -0.2 | -5.7% | 17% | -23% | ?
CN1C(=O)C(CC(=O)Nc2ccccc2F)N(NC(=O)c2ccc(Br)cc2)C1=S (configuration not stated) | i | 1% | 5% | 1% | 3.1 | 9.9% | 5% | 1% | -4%
O=C(NC(=S)N1CCCc2ccccc21)c1ccccc1 | -114%* | 8% | 18% | 0% | -2.5 | ? | ? | -1% | -8%
COc1ccc(NC(=O)COc2ccc(/C=C/c3cccc[n+]3C)cc2OC)cc1 | i | 14% | 2% | 2% | -1.7 | -0.3% | -20% | -26% | -1%

7 entries picked at random from the list so far:
SMILES | Akt phos inh | EPAC2 antagonist | EPAC2 agonist | MmCpn inh | CCT chaperon mod | Nrf2 ARE act | Nrf2 block | A549 viability | TGFb inhibitor
COC(=O)C1=C(C)NC(=O)NC1/C=C/c1ccccc1 (configuration not stated) | i | -4% | 2% | 1% | 2.1 | -0.7% | -5% | 4% | -9%
Cc1cccc(-n2nc3c(c2NC(=O)CCC2CCCCC2)CS(=O)C3)c1C (configuration not stated) | i | -3% | 8% | -2% | 0.3 | 0.3% | -1% | 1% | -2%
O=C(NC(=S)N1CCCc2ccccc21)c1ccccc1 | -114%* | 8% | 18% | 0% | -2.5 | ? | ? | -1% | -8%
O=C(COc1ccc(Br)cc1Cl)N1CCN(c2ncccn2)CC1 | i | -8% | 14% | -1% | 1.1 | -0.2% | 5% | 0% | -2%
O=c1[nH]c2cccnc2n1-c1ccc([N+](=O)[O-])cc1 | i | 18% | 5% | 2% | -2.5 | 4.6% | -20% | -4% | -6%
COc1ccc(CNC(=O)C2CCN(Cc3nc(-c4ccc(Cl)cc4)oc3C)CC2)cc1 | nt | nt | nt | nt | nt | 0.9% | ? | -9% | -7%
Clc1ccc(CN2C3=NCCCN3c3ccccc32)c(Cl)c1 | i | 18% | -5% | -23% | -1.2 | 0.3% | -2% | 0% | 0%

Compound profiles (already shown).
COc1ccccc1C(=O)NCCC(=O)NCCCSc1ccccc1 reads Akt phos inh: i; EPAC2 antagonist: -3%; EPAC2 agonist: -7%; MmCpn inh: -2%; CCT chaperon mod: -1.3; Nrf2 ARE act: 0.8%; Nrf2 block: -7%; A549 viability: 5%; TGFb inhibitor: ?
O=C(NC(=S)N1CCCc2ccccc21)c1ccccc1 reads Akt phos inh: -114%*; EPAC2 antagonist: 8%; EPAC2 agonist: 18%; MmCpn inh: 0%; CCT chaperon mod: -2.5; Nrf2 ARE act: ?; Nrf2 block: ?; A549 viability: -1%; TGFb inhibitor: -8%

High-throughput results from PubChem.
